# Screening results deposited in PubChem BioAssay by National Center for Advancing Translational Sciences (NCATS).
# Chronic BCR inh = chronic active BCR signaling inhibition; Potency, µM (series often up to 46.1 µM), for the others: top-dose ratio change, negative = lower green/red ratio, most hits filed as inhibitors; 340,000 compounds, 0.05% hits; ABC-DLBCL IkBa-CBG/CBR reporter, luminescence ratio, 4 h; active means well fitted inhibition curve with a large enough effect in the signal ratio, with a control signal flat, not every such curve was filed as active; inconclusive means small, poorly fitted or top-dose-only effect, or effect the other way, or a change in a side signal; the % refers to the signal ratio;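 further: potency means the concentration at half of the fitted maximal effect; plate controls were basal doxycycline-induced cells for no effect and cells given 10 µM MG132 for full effect; MG132 reads +100%, hits lower the ratio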
#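 Compounds up to 46 uM were incubated four hours with TMD8 cells whose green CBG68 luciferase is fused to IkappaBalpha; red CBR luminescence normalised the signal, and concentration-effect curves were fitted to fusion, red and ratio data.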
# Giardia kill = kills Giardia lamblia. AID 540267. Giardia lamblia trophozoite viability. 340,000 compounds, 0.15% hits. activity change, % at 7.66 µM, hits read low; in the data active means activity change below about -80%; inconclusive means between about -30% and that limit;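 further: parasites exposed to compound for two days anaerobically before the ATP read; on the % scale 0 is the no-effect control and ±100 the full control effect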
#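 ATP-content bioluminescence gauges trophozoite survival. Cells (100/well) receive compound and incubate anaerobically for 48 hrs at 37 deg C; detection reagent follows for 15-30 min at room temperature.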
# PTAP TSG101 blk = blocks PTAP/TSG101 interaction to inhibit HIV-1 budding | Q99816 | Fluorescence polarization, FITC-PTAP peptide / Tsg101 binding | Potency, µM (titrated, usually from 115 µM), inactives show at the top dose activity change, negative = inhibition, actives largely listed as inhibitors | 340,000 tested, under 10 active; active means well fitted inhibition curve with a large enough effect in the main read-out, with a control signal flat, not every such curve was filed as active; inconclusive means small, poorly fitted or top-dose-only effect, or effect the other way, or a change in a side signal; inactive means no such curve, though single readings can be large or run the other way; further: potency means the concentration at half of the fitted maximal effect; % of control where 0% means no effect
# Target sequence (Q99816 whole entry, looked up): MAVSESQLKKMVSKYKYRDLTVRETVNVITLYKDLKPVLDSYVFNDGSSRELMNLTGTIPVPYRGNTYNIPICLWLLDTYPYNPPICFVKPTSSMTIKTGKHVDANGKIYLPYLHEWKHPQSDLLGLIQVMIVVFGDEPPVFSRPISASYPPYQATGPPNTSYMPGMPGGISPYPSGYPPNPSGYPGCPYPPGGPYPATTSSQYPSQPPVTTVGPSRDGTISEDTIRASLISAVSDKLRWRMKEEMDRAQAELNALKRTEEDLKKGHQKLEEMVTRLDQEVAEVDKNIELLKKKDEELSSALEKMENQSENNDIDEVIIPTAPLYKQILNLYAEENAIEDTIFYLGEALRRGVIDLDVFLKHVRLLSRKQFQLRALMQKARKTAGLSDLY
#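 Tsg101 binding domain (10 uM final) was mixed with compound and a FITC-labeled PTAP peptide (50 nM final) in HEPES pH 7.5 buffer with NaCl, Tween 20, EDTA and TCEP; fluorescence polarization was read after 20 min at r.t.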
# Tb PFK inh = T. brucei PFK enzyme inhibition. AID 485367. 330,000 compounds, 0.17% hits. T. brucei PFK, ADP-Glo luminescence. O15648. Potency, µM (highest dose often 57.5 µM), inactives show at the highest dose activity, negative = inhibition, usual class: inhibitors;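 further: potency means the concentration at half of the fitted maximal effect; 0% = uninhibited 1x PFK enzyme wells and -100% = no-enzyme wells; nearly all actives have a fitted effect of over 60% in size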
# Target sequence (O15648 whole entry, looked up): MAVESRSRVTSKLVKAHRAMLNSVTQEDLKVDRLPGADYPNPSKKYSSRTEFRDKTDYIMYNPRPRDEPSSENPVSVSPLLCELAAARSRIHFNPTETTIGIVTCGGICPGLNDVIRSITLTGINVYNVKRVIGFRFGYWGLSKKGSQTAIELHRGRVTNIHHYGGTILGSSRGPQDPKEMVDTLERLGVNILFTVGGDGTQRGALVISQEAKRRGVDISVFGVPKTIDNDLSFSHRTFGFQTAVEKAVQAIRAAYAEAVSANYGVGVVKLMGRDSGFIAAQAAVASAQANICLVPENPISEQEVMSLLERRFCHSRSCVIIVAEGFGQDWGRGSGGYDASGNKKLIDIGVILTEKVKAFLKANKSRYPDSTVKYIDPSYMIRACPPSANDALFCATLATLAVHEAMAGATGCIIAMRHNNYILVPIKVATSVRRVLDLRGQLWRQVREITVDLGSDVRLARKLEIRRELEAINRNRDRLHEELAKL
#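 In TEA buffer at pH 8.0 with 5 mM MgCl2, enzyme (1.25 nM) converted F6P (0.5 mM) and ATP (0.1 mM) for 45 min at room temperature. ADP product was read by luciferase luminescence.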
# a7 integrin act = activators of alpha7 integrin expression for muscular dystrophy; Potency, µM (doses to about 38.3 µM), inactives show at the top dose activation, actives largely listed as activators; 350,000 compounds, 0.064% hits; alpha7betagal myoblasts, beta-gal FDG fluorescence, 48 h;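 further: potency means the concentration at half of the fitted maximal effect; 100% = response of the positive control SU9516; nearly all actives have a fitted effect of over 60% in size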
#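 Alpha7betagal+/- myoblasts (passage 13) were plated 16-24 hr, then exposed to compounds (1:260 dilution of DMSO stock) for 48 hours at 37C. After MPER lysis, β-galactosidase reporter activity was read as FDG fluorescence (ex 480/em 540) after 30 minutes.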
# Menin-MLL TR inh = inhibitors of human menin-MLL interaction, mutant MLL peptide | Menin + Texas Red MLL mutant peptide, fluorescence polarization | Potency, µM (top dose mostly 61.6 µM), without a hit: top-dose FP activity change, negative = inhibition, most hits filed as inhibitors | 270,000 compounds, 0.23% hits | AID 1768; active means well fitted inhibition curve with a large enough effect in the polarisation, with a control signal flat, not every such curve was filed as active; inconclusive means small, poorly fitted or top-dose-only effect, or effect the other way, or a change in a side signal; inactive means no such curve, though single readings can be large or run the other way; the % refers to the polarisation; further: potency means the concentration at half of the fitted maximal effect; % of control where 0% means no effect; many of its hits are not listed in these tables
# B2AR arrestin = recruits beta-arrestin to the human beta2-adrenergic receptor; P07550; beta-arrestin recruitment to beta2AR, cell-based reporter; Potency, µM (top dose mostly 46.1 µM), for the others: top-dose activation, most hits filed as activators; 330,000 compounds, 0.02% hits; AID 492947;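 further: potency means the concentration at half of the fitted maximal effect; 0% = DMSO controls and full agonism = EC100 isoproterenol or metaproterenol; nearly all actives have a fitted effect of over 65% in size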
# GALK inhibitor = blocks human galactokinase activity. P51570. Purified GALK, Kinase-Glo residual ATP luminescence. Potency, µM (doses to about 57.5 µM), for inactives: at the top dose activity change, negative = inhibition, usual class: inhibitors. 270,000 compounds, 0.007% hits; further: potency means the concentration at half of the fitted maximal effect; on the % scale 0 is the no-effect control and ±100 the full control effect
#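 Human GALK (5 nM) with 35 uM ATP and 100 uM galactose in 20 mM HEPES pH 8.0, 5 mM MgCl2, 60 mM NaCl, 1 mM DTT, 0.01% BSA. After 1 h at room temperature, leftover ATP was read by Kinase-Glo Plus luminescence.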
# S-ASM inh = blocks human secretory acid sphingomyelinase; P17405; AID 504937; 340,000 compounds, 0.006% hits; Potency, µM (doses to about 57.5 µM), inactives show at the top dose activity change, negative = inhibition, most hits filed as inhibitors; placental ASM, HMU-PC fluorogenic substrate, 60 min; further: potency means the concentration at half of the fitted maximal effect
#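 qHTS format. ASM enzyme prepared from human placenta hydrolyses the fluorogenic substrate HMU-PC0 (9 uM final) over 60 min at 37 °C after a 10 min compound preincubation.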
# PKM2 activator = PKM2 (human) enzyme activation; 260,000 compounds, 0.34% hits; purified PKM2, Kinase-Glo ATP luminescence, activation; response scale: 0% is enzyme alone, no compound; Potency, µM (highest dose often 57.5 µM), inactives show at the top dose activation, most hits filed as activators; P14618; further: potency means the concentration at half of the fitted maximal effect; on the % scale 0 is the no-effect control and ±100 the full control effect; nearly all actives have a fitted effect of over 55% in size
#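 Purified hPK-M2 (>95%) run at intermediate activity with 0.1 mM ADP and 0.5 mM PEP in 50 mM imidazole pH 7.2, KCl, MgCl2; 1 h room temperature. ATP formed read by Kinase-Glo luminescence; normalized to uninhibited and no-enzyme controls.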
# FBPA coupling cs = counter-screen for Giardia aldolase inhibitors: coupling enzyme system; coupling enzyme system counterscreen, AmpLite Red fluorescence; activity change, negative = inhibition, % at 58.2 µM, hits read low; 290,000 compounds, 0.67% hits; AID 2472; in the data active means activity change below about -30%; further: on the % scale 0 is the no-effect control and ±100 the full control effect
#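 First, compound is pin-transferred into glyceraldehyde-3-phosphate coupling-enzyme reagent at 57.5 uM final and held 10 min at RT. Next, substrate, coupling system and AmpLite Red are added. After 20 min RT, fluorescence (525/598 nm) is read.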
# Active calls of the source: *; ? = inconclusive; . = not tested or not shown; [ ] = another dose, or the depositor's remark. Unless noted, the call rests on the fitted dose curve; in most records, active means well fitted curve in the direction sought with a large enough effect; inconclusive means small, poorly fitted or top-dose-only effect, or another doubt; inactive means no such curve, though single readings can be large; an effect the other way counts as inactive or inconclusive.
SMILES,Chronic BCR inh,Giardia kill,PTAP TSG101 blk,Tb PFK inh,a7 integrin act,Menin-MLL TR inh,B2AR arrestin,GALK inhibitor,S-ASM inh,PKM2 activator,FBPA coupling cs
CC(=O)c1sc(=S)n(Cc2ccccc2)c1C,1%,4,-6%,-1%,0%,22%,-0.5%,.,0%,.,3
COc1ccc(OC)c(-c2csc(NC(=O)c3ccc(F)cc3)n2)c1,1%,-12,-2%,2%,-6%,?,0.2%,-1%,-4%,-18%,1
Cc1ccc(N/C=C/C(=O)c2ccccc2)cc1Br,?,-3,-5%,0%,0%,-22%,0.3%,0%,24%,1%,0
COc1ccc(-n2c(=O)c(NC(=O)c3ccccc3)c3n(c2=S)CCCCC3)cc1,2%,1,0%,2%,7%,-3%,0.0%,12%,-1%,4%,6
CCCC(CCC(=O)Nc1cccc([N+](=O)[O-])c1)C(=O)O (centres undefined),0%,-6,0%,1%,13%,.,0.0%,5%,0%,2%,7
CN(C)c1ccc(C(=O)NCCCSc2ccccc2)cc1,-11%,-25,0%,2%,-2%,-3%,2.5%,2%,-3%,1%,1
O=C(Cn1cnc2c(nnn2Cc2ccc(F)cc2)c1=O)NCc1ccccc1,4%,7,-2%,-12%,10%,.,-0.2%,0%,0%,1%,-1
c1nc(N2CCCC2)c2[nH]cnc2n1,?,2,.,-7%,-5%,17%,-1.1%,1%,3%,-8%,3
COc1cc2ccccc2cc1C(=O)OCC(=O)NC1CCS(=O)(=O)C1 (centres undefined),-5%,-19,-1%,0%,15%,-20%,0.2%,-1%,75%[activator],-10%,1
O=c1c(-c2ccc(Cl)cc2)coc2c(CN3CCOCC3)c(O)ccc12,1%,17,-4%,2%,1%,-13%,0.3%,3%,9%,-2%,3
NS(=O)(=O)c1ccc(NC(=O)CSc2ncnc3ccccc23)cc1,?,4,-2%,1%,8%,-21%,-0.7%,2%,-2%,-2%,1
CSCC[C@H](NS(=O)(=O)c1ccc(C(C)=O)cc1)c1nnc2ccccn12,-7%,1,-1%,-10%,-17%,22%,-0.3%,1%,-4%,.,3
Cc1cc(NC(=O)CCC(=O)N(CC(=O)NC2CCCC2)c2ccccc2)no1,-9%,6,-1%,2%,-1%,-5%,-0.3%,0%,1%,-12%,1
O=[N+]([O-])c1ccc(NCCCO)c(C(F)(F)F)c1,-7%,-18,-2%,0%,5%,14%,-2.5%,1%,-1%,0%,0
CN(CC(=O)Nc1ccccc1Br)C(=O)c1ccc2c(=O)n3c(nc2c1)CCC3,1%,-1,-4%,-5%,3%,.,-0.1%,.,3%,.,.
CNC(=S)NNC(=O)c1ccc2c(c1)OCO2,?,-2,2%,9%,-1%,?,0.3%,1%,1%,0%,1
CCOC(=O)c1nn(-c2ccc(C)cc2)cc1C(=O)c1ccccc1,-22%,?,-1%,4%,-26%,7%,0.3%,-4%,-1%,-10%,-5
Clc1ccc(-c2cc3ccccc3[nH]2)cc1,?,-8,-4%,3%,-23%,?,0.5%,3%,-19%,-3%,-1
NS(=O)(=O)c1ccc(-c2ccc(/C=C3\C(=O)Nc4cc(Cl)ccc43)o2)cc1,?,4,-2%,1%,-27%,?,0.4%,0%,1%,?,0
CCN(CC)S(=O)(=O)c1ccc(N2CCOCC2)c(NC(=O)C(=O)c2c(-c3ccccc3)cc3ccccn23)c1,17%,11,-5%,4%,-26%,-6%,0.0%,1%,-3%,3%,-1
COc1ccc(Cc2nnc(NC(=O)C3CC(=O)N(c4ccc(OC)cc4)C3)s2)cc1 (centres undefined),0%,7,2%,-2%,22%,-2%,-0.2%,-4%,-5%,.,1
Cc1ccc(/C=N/N2CCN(Cc3cccc4ccccc34)CC2)o1,-15%,-15,1%,-9%,7%,-11%,-0.1%,-1%,-1%,?,-3
CCOc1ccccc1C(=O)N[C@H](C(=O)OCc1cc([N+](=O)[O-])cc2c1OCOC2)C(C)C,1%,11,-5%,2%,17%,-1%,0.0%,-3%,-3%,2%,0
O=C1NCCCC1C(=O)NCCN1C(=O)CCC1=O (centres undefined),0%,13,0%,-1%,1%,-5%,0.4%,5%,5%,6%,3
COc1ccc(CCNC(=O)c2cc(S(=O)(=O)N(C)C)ccc2N2CCCC2)cc1OC,-5%,-21,0%,-2%,11%,.,-0.5%,-2%,1%,-5%,.

# (cont.)
SMILES,Chronic BCR inh,Giardia kill,PTAP TSG101 blk,Tb PFK inh,a7 integrin act,Menin-MLL TR inh,B2AR arrestin,GALK inhibitor,S-ASM inh,PKM2 activator,FBPA coupling cs
CN1C(=O)[C@@H]2[C@@H]3C[C@@H]([C@H]4ON=C(c5ccccc5OCC#N)[C@@H]34)[C@@H]2C1=O,3%,-8,1%,-1%,0%,.,0.0%,0%,-1%,2%,3
Cn1c(CC(=O)Nc2ccc(Cl)c(Cl)c2)nnc1SCC(=O)NCc1ccccc1,?,-12,-1%,0%,-17%,33%[activator],0.2%,7%,-1%,-4%,4
CCOc1ccc(N(CC(=O)Nc2ccc(C)cc2)S(C)(=O)=O)cc1,1%,-3,2%,-4%,-11%,2%,-0.2%,5%,-2%,0%[11.5 µM],0
COc1cc(/C=N/NC(=O)COc2cc(C)cc(C)c2)ccc1OS(=O)(=O)c1ccc(C)cc1,-4%,2,0%,0%,-21%,-2%,-0.9%,0%,-2%,2%,-3
Cn1cc(S(=O)(=O)N2CCN(Cc3ccccc3)CC2)c(=O)n(C)c1=O,4%,-10,-3%,5%,13%,3%,-0.6%,3%,0%,-1%,-4
OC[C@H]1O[C@H](OC[C@H]2OC(O)[C@H](O)[C@@H](O)[C@@H]2O)[C@H](O)[C@@H](O)[C@@H]1O (some centres undefined),?,-14,-2%,-13%,.,.,0.3%,.,-1%,.,.
CSc1ccccc1N1CCN(C(=O)Nc2ccc3c(c2)NC(=O)CO3)CC1,?,-1,-2%,2%,16%,?,-0.1%,-1%,-5%,9%,2
O=C(OCC(=O)N1CCN(c2ccccc2)CC1)c1cccc(Cl)c1,-12%,-10,-1%,-2%,-10%,-15%,-2.6%,0%,0%,-2%,-2
O=C1CSC(c2ccc(F)c(F)c2)N1c1ccccc1F (centres undefined),-1%,-15,-5%,0%,-22%,0%,-0.1%,.,3%,.,0
Cc1cc(C)cc(N(CCC(=O)O)S(=O)(=O)c2ccc3ccccc3c2)c1,2%,-2,-2%,0%,19%,2%,2.2%,2%,8%,3%,24
C=CCOC(=O)CCCC(=O)NC1CCCCC1,-1%,-3,1%,0%,5%,3%,-0.1%,1%,2%,3%,1
Cc1ccc(S(=O)(=O)N2CC(O)CC2C(=O)Nc2ccc3c(c2)CCC3)cc1 (centres undefined),11%,-8,-5%,23%,-27%,-6%,0.2%,0%,-3%,-3%,-1
O=C(O)c1nn(-c2ccccc2)c(-c2ccccc2)c1C(=O)c1ccccc1,10%,5,-2%,-1%,-2%,-4%,-0.5%,1%,5%,-3%,10
O=C(NCc1ccco1)C(=O)NCC1OCCN1C(=O)c1ccc(Cl)cc1 (centres undefined),1%,18,-1%,-2%,0%,.,-0.3%,-2%,-2%,0%,0
CCOC(=O)c1cc(NC(=O)CC(C)(C)CC(=O)O)ccc1N1CCCCC1,?,-4,0%,0%,1%,.,-1.0%,.,1%,1%,5
N=P(N1CCOCC1)(N1CCOCC1)C12CC3CC(CC(C3)C1)C2,0%,14,-1%,0%,0%,7%,0.0%,9%,2%,-2%,2
CCOC(=O)C(CCC(=O)O)(CCC(C)C)c1csc(N)n1 (centres undefined),16%,7,-9%,-3%,-14%,7%,-0.1%,-1%,2%,-6%,2
Cc1cc(Br)ccc1SCC(=O)OCC(=O)NC1CC1,12%,6,-2%,-7%,-5%,-16%,0.1%,1%,-1%,1%,0
S=C(Nc1ccc(Cl)cc1)NN1CCOCC1,-11%,-5,1%,-3%,1%,4%,-0.8%,-3%,6%,2%,2
COc1ccc(CNC(=S)N2CCN(Cc3ccccc3)CC2)cc1,0%,-11,-11%,13%,-21%,.,-0.4%,1%,2%,1%,0
COc1ccccc1NC(=O)CNC(=O)Cn1c(C)cc2ccccc2c1=O,-1%,-7,-5%,-8%,-13%,0%,0.4%,-2%,0%,-9%,1

# An excerpt, so the mix of outcomes need not match the whole.
